# From PubChem
# XIAP displacement = XIAP antagonists, biochemical, IAP family, fluorescence polarization (AID 1018); XIAP BIR domain, fluorescence polarization peptide displacement; higher % means a stronger effect; displacement, % at 20 µM, or IC50 in µM where a hit was titrated; 0.007% of 200,000 active; in the data active = displacement above about 50%; also: a part of the inactive calls stands beside numbers as strong as those of hits
# PMI inhibition = MPI inhibition at elevated mannose 6-phosphate – biochemical, fluorescence intensity, high mannose 6-phosphate, primary screen (AID 1220) | recombinant PMI enzyme, coupled fluorescence intensity; higher % means a stronger effect | inhibition, % at 20 µM, or IC50 in µM where a hit was titrated | 0.66% of 190,000 active
# M1AAP inhibition = malaria alanyl aminopeptidase activity blockers – biochemical, fluorogenic H-Leu-NHMec substrate, 1536-well (AID 1445); 0.42% of 220,000 active; recombinant M1AAP, H-Leu-NHMec fluorogenic kinetic assay; higher % means a stronger effect; inhibition, % at 30 µM, or IC50 in µM where a hit was titrated;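 active = primary inhibition above the hit cutoff, then over 50% inhibition at one or more dose response concentrations, cut at about 23% in these data, passing the limit was not always enough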;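 also: plate controls were DMSO full reaction for no effect and no enzyme background for full effect; strong numbers were not always called active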
# TNAP activation fold = stimulation of alkaline phosphatase TNAP activity – biochemical, luminescent, no phosphate acceptor, uHTS, primary screen (AID 1001); purified TNAP, luminescent activation assay, no phosphate acceptor; higher activation fold means a stronger effect; activation fold at 20 µM; hits with a dose series show EC50 in µM; 0.03% of 200,000 active; in the data active = activation fold from about 3, or a potency from the dose series; inactive = the rest, 99 in 100 with activation fold below about 1.6; also: many of its hits are not listed in these tables
# PMI inhibitors = inhibitors of human PMI, primary screen, biochemical, fluorescence intensity, coupled assay (AID 1209); one-dose inhibition, % at 20 µM; IC50 in µM for titrated hits; purified PMI enzyme, coupled fluorescence intensity; higher % means a stronger effect; 0.42% of 190,000 active;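 also: plate controls were DMSO vehicle for no effect and wells lacking substrate for full effect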
# Myeloid diff MLP = compounds promoting myeloid differentiation. ER-HoxA9 myeloid progenitors, lysozyme-GFP differentiation, flow cytometry. calls only at 10 µM. 1% of 360,000 active;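 active = normalized GFP-positive differentiation at or above the plate's own cutoff, the solvent-only control mean plus 3 SD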;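 also: cells exposed to compound for four days before flow analysis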
# ER stress rescue = protection against thapsigargin-triggered cell killing – 384-well, CSM14.1, ATP luminescence, primary screen (AID 1222) | CSM14.1 thapsigargin-induced death rescue, ATP luminescence; higher % means a stronger effect | 190,000 tested, under 10 active | cellular ATP content (survival), % at 20 µM; hits with a dose series show EC50 in µM;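 active = EC50 below 50 µM in the dose-response confirmation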;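 also: death triggered by thapsigargin at about 15 µM added after 2 h compound pretreatment; cell ATP read after overnight thapsigargin exposure of roughly 18 to 22 hours; normalized against plate controls of thapsigargin alone and 5% DMSO vehicle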
# LYP inhibition = inhibitors of LYP phosphatase, biochemical, fluorescence intensity, uHTS (AID 1779); 0.054% of 290,000 active; recombinant LYP phosphatase, fluorescence intensity; higher % means a stronger effect; one-dose inhibition, % at 11.5 µM; IC50 in µM for titrated hits;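 also: plate controls were vehicle with enzyme for no effect and no enzyme for full effect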
# M17LAP inhibition = P. falciparum M17LAP inhibitors, primary screen, biochemical, fluorogenic H-Leu-NHMec substrate, 1536-well (AID 1619); recombinant M17LAP, H-Leu-NHMec fluorogenic kinetic assay; higher % means a stronger effect; inhibition, % at 30 µM; hits with a dose series show IC50 in µM; 0.38% of 220,000 active;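 active = compound inhibiting the enzyme by more than half at any dose during confirmatory dose-response retesting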;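 also: plate controls were full reaction with DMSO carrier for no effect and no enzyme background for full effect; strong numbers were not always called active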
# Myeloid diff MLP GFP+ MAC1+ % = recorded beside Myeloid diff MLP, whose call it bears; GFP+ MAC1+ double positive, %; measured here: differentiation confirmed by MAC1 staining
# * hit, by the source's call; i = inactive; . = no result given. Rule as the data show it, unless noted: active = inhibition above about 50%; inactive = the rest.
SMILES,XIAP displacement,PMI inhibition,M1AAP inhibition,TNAP activation fold,PMI inhibitors,Myeloid diff MLP,Myeloid diff MLP GFP+ MAC1+ %,ER stress rescue,LYP inhibition,M17LAP inhibition
COc1ccc(CCNC(=O)COc2ccc(-c3ccccc3)cc2)cc1OC,-2.0%,4%,3%,1.1,5%,i,0.3,-1.8%,-7%,3%
O=C(N1CCOCC1)N1CCN(C(=O)N(c2ccccc2)c2ccccc2)CC1,-3.5%,6%,-1%,1.1,9%,i,8.7,-0.9%,-11%,-6%
C/C(=N\OCC(=O)O)c1ccc(Cl)cc1,.,.,1%,.,.,i,1.2,.,-11%,18%
CCc1ccc(C2C(C#N)=C(N)OC3=C2C(=O)CCC3)s1 (stereo not drawn),-6.5%,6%,-1%,1,5%,i,0.5,1.4%,-1%,20%
CCOC(=O)C1(CCCc2ccccc2)CCN(C(=O)Cc2nonc2C)CC1,-3.3%,2%,2%,1.1,8%,i,0.3,4.1%,2%,-2%
CCN1CCN(CC2CC3C=CC2C3)CC1 (stereo not drawn),-6.1%,-3%,-2%,0.9,10%,i,0.5,-1.5%,-5%,11%
Cc1ccc(CN2CCN(Cc3cnc(C)[nH]3)CC2CCO)cc1 (stereo not drawn),-6.5%,2%,0%,1.1,10%,i,0.9,-1.1%,-6%,-1%
O=C(O)CNC(=O)CCn1nnc2ccccc2c1=O,.,.,0%,.,.,i,0.7,.,-6%,-8%
CCC(C)N(NC(C)=O)c1nc(Cl)nc(NC(C)C)n1 (stereo not drawn),-4.4%,1%,6%,1,1%,i,0.6,-1.2%,-1%,1%
Cc1c(C(=O)NCCSCc2ccc(Cl)cc2Cl)cccc1[N+](=O)[O-],-9.1%,6%,13%,1,11%,i,1.3,-0.4%,0%,4%
Cc1ccc(NC(=O)CC2NCCN(Cc3ccccc3)C2=O)cc1 (stereo not drawn),.,.,9%,.,.,i,0.3,.,-8%,8%
CN(C)CCCNC(=O)c1ccc(=O)[nH]n1,.,.,1%,.,.,i,0.0,.,-6%,-2%
O=Nc1c(O)n(Cc2ccccc2)c2ccccc12,.,.,2%,.,.,i,0.9,.,-6%,0%
CN(C)c1ccc(C(c2nnnn2C(C)(C)C)N2CCN(C(=O)c3ccco3)CC2)cc1 (stereo not drawn),-2.2%,8%,7%,1.1,8%,i,0.5,-2.7%,-4%,4%
CO/N=C(\c1nonc1N)N1CCN(c2ccc(Cl)cc2[N+](=O)[O-])CC1,-4.4%,7%,1%,0.9,4%,i,1.1,-3.9%,-2%,1%
COc1cccc(CNC(=O)CCC2CCCN(C(=O)c3csc(C(C)C)n3)C2)c1 (stereo not drawn),-0.9%,5%,2%,1.1,12%,i,0.8,-1.3%,-8%,0%
CC(=O)c1c(C)[nH]c(C(=O)OCCCCN2C(=O)c3ccccc3C2=O)c1C,-2.8%,-5%,4%,1,-2%,i,1.0,-3.1%,-4%,1%
CCOC(=O)CSC1=C(C#N)C(c2ccc3c(c2)OCO3)CC(=O)N1 (stereo not drawn),-13%,-16%,4%,1.1,7%,i,0.8,2.3%,2%,-2%
CC(C)N(C(=O)CSc1nnc(NC(=O)Cc2cccs2)s1)C(C)C,-6.6%,-8%,5%,1.1,-12%,i,0.2,-0.8%,-4%,-3%
Cc1csc(N(C(=O)c2ccccc2F)c2ccccc2)n1,-3.8%,11%,-1%,1.1,13%,i,0.4,0.1%,-4%,3%
COc1ccc(N(CC(=O)NC2CCCCCCC2)S(=O)(=O)c2c(C)nn(C)c2C)cc1,-0.8%,9%,2%,1,3%,i,8.9,1.9%,-6%,4%
CCC(=O)N1CCN(c2ccc(NC(=O)c3ccc(C#N)cc3F)cc2Cl)CC1,-7.2%,3%,1%,1.1,2%,i,0.0,0.3%,-6%,5%
CC1CCc2c(sc(NC(=O)c3ccc(Cn4cc(Br)cn4)o3)c2C(N)=O)C1 (stereo not drawn),-3.8%,16%,-1%,1.1,17%,i,8.2,-3.5%,-9%,17%
O=C(Nc1cccc2ncccc12)C(c1ccccc1)c1ccccc1,1.7%,7%,-2%,1.2,10%,i,0.2,-0.4%,-8%,-3%
CC1(C)c2ssc(=S)c2-c2ccccc2N1C(=O)CSC1=NCCS1,-0.8%,9%,3%,0.9,14%,i,0.8,-1.5%,4%,4%
COc1ccc(CCNC(=O)/C(=C/c2cccnc2)NC(=O)c2ccccc2)cc1,-2.2%,-8%,6%,1,2%,i,0.9,-0.9%,2%,-12%
CCn1cc(C(=O)OCC(=O)Nc2cc(S(=O)(=O)N(C)C)ccc2C)c(=O)c2ccc(C)nc21,-8.7%,2%,-3%,1,3%,i,0.8,1.3%,-5%,6%
CCOc1ccc(-c2cnc3n2CCC3)cc1,0.5%,-6%,-1%,1.1,-5%,i,1.0,1.2%,-1%,11%
O=C(Nc1ccccc1)c1c2c(nc3ccccc13)CCCC2,.,.,0%,.,.,i,0.9,.,-4%,-12%
Cc1ccc(NC(=O)COC(=O)/C=C/c2cccc(Cl)c2)cc1S(=O)(=O)N1CCOCC1,-40%,13%,1%,1,18%,i,0.5,0.7%,9%,-4%
O=C(c1cnn2c1NC(c1ccco1)CC2C(F)(F)F)N1CCN(c2cccc(Cl)c2)CC1 (stereo not drawn),-12%,1%,6%,1,15%,i,1.0,-2.6%,4%,13%
N/C(Cn1cncn1)=N\NC(=O)C(=O)Nc1cccc(C(F)(F)F)c1,-6.2%,7%,4%,2.2,6%,i,0.2,-0.7%,-5%,-1%
COc1ccc(CC(NC(C)=O)C(=O)NC2CCN(C(=O)c3cnccn3)CC2)cc1 (stereo not drawn),-6.3%,-9%,3%,1,-9%,i,5.6,1.9%,-4%,2%
Cc1ccc(S(=O)(=O)N(C)Cc2ccc(-c3nnco3)cc2)cc1,-2.4%,-3%,4%,1.1,1%,i,1.5,-1.1%,-5%,11%
COc1ccccc1Nc1nnc(C)c(=O)[nH]1,-6.2%,-3%,-4%,1,-6%,i,0.7,-3.3%,0%,-10%
COc1ccc([N+](=O)[O-])cc1NC(=O)COC(=O)c1ccccc1O,.,.,2%,.,.,i,0.5,.,-2%,2%
CN(C)CCNC(=S)Nc1ccc(Cl)cc1,-2.6%,14%,8%,1.1,9%,i,1.3,0.7%,-4%,0%
O=C(O)CN(c1ccc2c(c1)OCCO2)S(=O)(=O)c1ccccc1,-6.0%,-3%,8%,1.1,7%,i,0.4,-1.5%,-4%,10%
COc1ccc(C(=O)NC(=S)NC(C)C)cc1Br,-1.7%,14%,2%,1,8%,i,3.0,-0.3%,-4%,10%
CCc1nn(-c2cc(Cl)ccc2OC)c2c1C(=O)CCC2,0.3%,5%,2%,1.1,3%,i,1.7,-2.3%,-3%,1%
O=C(Cn1cc(C(=O)C2CC2)c2ccccc21)NCc1ccccc1,-0.4%,-4%,2%,1.1,-3%,i,0.8,-2.5%,0%,6%
COCCOC(=O)c1c(C)oc2ccc(OC(=O)c3c(OC)cccc3OC)cc12,-9.2%,12%,0%,1,12%,i,0.8,-0.1%,1%,8%
CCOC(=O)N1CCN(S(=O)(=O)c2ccc(C)c(C)c2)CC1,-10%,-2%,4%,1,0%,i,5.6,0.4%,3%,3%
CC12CCC(C(=O)N3CCCCC3)([C@H](Br)C1=O)C2(C)C (stereo partly drawn),.,.,7%,.,.,i,1.0,.,-5%,5%
O=C(NCc1ccco1)C1CC2CCC1C2 (stereo not drawn),-5.2%,4%,8%,1.2,8%,i,5.2,0.9%,-4%,-5%
CCC(CC)C(=O)NCCc1ccc(OC)cc1,-17%,-4%,-11%,1.1,0%,i,0.4,-3.5%,-10%,-3%
O=C(NC(CO)Cc1ccc([N+](=O)[O-])cc1)C(Cl)Cl (stereo not drawn),-7.1%,10%,0%,1.1,10%,i,0.3,-2.1%,-11%,8%
O=C(COc1ccccc1N1C(=O)C2C3C=CC(C3)C2C1=O)c1ccccc1 (stereo not drawn),.,.,4%,.,.,i,0.3,.,-8%,0%
CC1(C)C(=O)Nc2ccccc2N1C(=O)COc1ccc(S(=O)(=O)N2CCOCC2)cc1Cl,-1.6%,14%,8%,1.1,12%,i,0.7,2.8%,-4%,-4%
COc1ccc(-c2nnn(CC(=O)N(CCCO)C(C(=O)NC3CCCC3)c3ccncc3)n2)cc1 (stereo not drawn),-0.6%,-1%,-5%,1.1,-6%,i,0.8,-0.5%,-5%,10%
O=C(OCC1COc2ccccc2O1)c1c(F)cccc1F (stereo not drawn),-7.9%,13%,-6%,1.1,12%,i,7.0,-0.7%,-5%,7%
O=c1[nH]c(CCl)nc2cc(-c3ccc(Cl)cc3)sc12,-16%,12%,-3%,1,16%,i,0.4,-4.8%,1%,4%
O=C(NC1CCCCC1)C(c1cccs1)N(CCCN1CCOCC1)C(=O)c1ccc(-c2ccccc2)[nH]1 (stereo not drawn),-10%,3%,3%,1.2,0%,i,0.0,6.8%,-2%,6%
O=C1C2CCCN2C(c2ccc(Cl)cc2)N1c1nccs1 (stereo not drawn),-5.0%,-1%,1%,1,-7%,i,0.6,1.2%,4%,-7%
CC(C)CNS(=O)(=O)c1ccc(S(=O)(=O)N2CCC3(CC2)OCCO3)cc1,2.5%,-7%,2%,1,5%,i,2.2,-2.1%,-5%,2%
COC(=O)c1cc(OC)c(OC)cc1NC(=O)CN1C(=O)c2ccccc2C1=O,-0.4%,4%,11%,1.1,9%,i,0.7,-1.4%,-1%,3%
CC(C)CCN1CCN(Cc2nc3ccccc3s2)CC1CCO (stereo not drawn),0.5%,-3%,3%,1,6%,i,0.2,-1.5%,-7%,-2%
O=C(CSc1nc2c(cnn2-c2ccccc2)c(=O)[nH]1)N1CCOCC1,-0.2%,-4%,-1%,1,14%,i,3.4,-0.1%,-3%,4%
O=C(COc1ccc(Cl)cc1)Nc1nc(-c2ccc(S(=O)(=O)N3CCOCC3)cc2)cs1,-6.9%,12%,13%,1.1,9%,i,1.3,7.6%,-3%,-1%
Cn1c(=O)c2c(ncn2CC(=O)N2CCN(c3cccc(Cl)c3)CC2)n(C)c1=O,-6.6%,-3%,1%,1.1,1%,i,0.7,-1.5%,-8%,0%

# Single records (already shown). Order of values: XIAP displacement	PMI inhibition	M1AAP inhibition	TNAP activation fold	PMI inhibitors	Myeloid diff MLP	Myeloid diff MLP GFP+ MAC1+ %	ER stress rescue	LYP inhibition	M17LAP inhibition
# Entry for CCOC(=O)C1(CCCc2ccccc2)CCN(C(=O)Cc2nonc2C)CC1 → -3.3%	2%	2%	1.1	8%	i	0.3	4.1%	2%	-2%
# Entry for COc1ccc(CCNC(=O)COc2ccc(-c3ccccc3)cc2)cc1OC → -2.0%	4%	3%	1.1	5%	i	0.3	-1.8%	-7%	3%
# Entry for O=C(Nc1cccc2ncccc12)C(c1ccccc1)c1ccccc1 → 1.7%	7%	-2%	1.2	10%	i	0.2	-0.4%	-8%	-3%
# Entry for O=C(CSc1nc2c(cnn2-c2ccccc2)c(=O)[nH]1)N1CCOCC1 → -0.2%	-4%	-1%	1	14%	i	3.4	-0.1%	-3%	4%
